Screening data: PubChem, Johns Hopkins Ion Channel Center
ANO1 activ: activators or potentiators of mouse TMEM16A chloride channel; HEK293 TMEM16A/YFP-H148Q/I152L, iodide quench fluorescence; active compounds read low; Q8BHY3; AID 623877; 0.3% of 340,000 active; B-score at 10 µM;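 active = fluorescence-ratio B-score plate-corrected deviation score at least 3 library SD below zero, with starting fluorescence score within 5 deviations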;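 note: channel opened by trigger with iodide after compound preincubation; score built on the fluorescence ratio of max minus min over baseline; more negative score means more quench and so TMEM16A activation or potentiation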
TRPC4 act: opens the mouse TRPC4 cation channel; Q9QUQ5; HEK293 TRPC4beta/mu-opioid, Fluo4 calcium fluorescence; active compounds read high; 0.49% of 310,000 active; B-score at 10 µM;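 active = B-score above 5 SD of library B-scores, and initial fluorescence ratio not above library mean plus 5 SD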;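 note: positive B-score marks a calcium rise read as TRPC4 activation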
Target sequence (Q9QUQ5 whole entry, looked up): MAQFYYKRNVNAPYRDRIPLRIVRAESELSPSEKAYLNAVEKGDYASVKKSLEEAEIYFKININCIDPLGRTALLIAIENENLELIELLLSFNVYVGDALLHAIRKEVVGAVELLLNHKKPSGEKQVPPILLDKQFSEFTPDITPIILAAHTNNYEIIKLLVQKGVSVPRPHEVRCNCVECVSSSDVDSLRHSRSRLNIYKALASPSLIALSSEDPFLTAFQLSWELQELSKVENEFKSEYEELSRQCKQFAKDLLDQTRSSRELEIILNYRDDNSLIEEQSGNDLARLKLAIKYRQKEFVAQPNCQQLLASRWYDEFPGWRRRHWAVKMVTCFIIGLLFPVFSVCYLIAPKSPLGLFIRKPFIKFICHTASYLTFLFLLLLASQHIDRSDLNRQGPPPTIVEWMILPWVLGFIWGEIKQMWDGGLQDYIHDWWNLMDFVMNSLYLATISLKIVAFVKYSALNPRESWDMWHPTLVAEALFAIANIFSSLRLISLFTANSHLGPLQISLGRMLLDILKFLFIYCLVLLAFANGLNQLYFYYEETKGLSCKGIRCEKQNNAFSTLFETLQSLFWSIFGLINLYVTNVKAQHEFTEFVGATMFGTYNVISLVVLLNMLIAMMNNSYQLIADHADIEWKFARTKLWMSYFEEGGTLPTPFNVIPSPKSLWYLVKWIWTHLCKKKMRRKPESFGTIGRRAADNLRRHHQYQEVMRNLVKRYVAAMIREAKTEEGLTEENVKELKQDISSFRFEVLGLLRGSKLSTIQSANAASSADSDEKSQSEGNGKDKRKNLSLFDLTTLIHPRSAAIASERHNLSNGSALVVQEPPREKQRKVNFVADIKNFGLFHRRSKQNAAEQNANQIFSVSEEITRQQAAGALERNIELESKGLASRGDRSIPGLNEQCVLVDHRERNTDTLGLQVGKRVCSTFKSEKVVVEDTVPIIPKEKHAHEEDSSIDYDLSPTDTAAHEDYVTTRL
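Test system: HEK293 cells stably co-expressing mouse TRPC4beta and mu-opioid receptor | Schedule: Fluo4 dye loading 45 min at room temperature, 110 s recording | Measured by: Kinetic Fluo4 calcium fluorescence, 5 s baseline at 1 Hz | Evaluation: B score of integrated ratio | Controls: Buffer (low) and maximal DAMGO (high)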
MrgX1 agonist: human MrgX1 receptor agonism, primary screen; B-score at 10 µM; Q96LB2; 0.44% of 310,000 active; AID 588627; MrgX1-HEK293 cells, Fluo-4 calcium fluorescence, agonist mode; active compounds read high;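 active = calcium response B-score plate-corrected fluorescence ratio at least 3 library SD, with starting fluorescence B-score inside 5 SD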
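Material: MrgX1-expressing HEK293 cells; input: 15,000 cells per well; doses: test compound given as first of three sequential additions; schedule: overnight plating before 1 h dye loading; technique: Fluo-4 NW calcium-flux fluorescence, kinetic read; evaluation: baseline-normalised fluorescence change ratio, B-scored; control set: plate-wise positive and negative controls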
TRPC4 potent: allosteric potentiators of mouse TRPC4 channel | Q9QUQ5 | HEK293 TRPC4beta/mu-opioid, DAMGO EC20, Fluo-4 Ca2+ flux; active compounds read high | B-score at 10 µM | 0.42% of 310,000 active | AID 2227;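 active = B-score of calcium response area above 5 SD of library B-scores, with initial fluorescence ratio within 5 SD of library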;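 note: B-score of integrated fluorescence ratio over time as area under calcium response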
TRPC4 block: blocks the mouse TRPC4 cation channel | Q9QUQ5 | HEK293 TRPC4beta/mu-opioid, DAMGO-evoked Fluo4 calcium flux; active compounds read low | B-score at 10 µM | 0.39% of 300,000 active;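 active = B-score over 3 SD under the library average, no early fluorescence shift, positive overall ratio signal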
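Assay system: Stable TRPC4beta/mu-opioid receptor HEK293 cells | Reagent: DAMGO in two steps, submaximal then maximal | Compound dosing: Single concentration per test compound | Signal: Fluo4 Ca2+ flux fluorescence | Evaluation: Per-well B score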
TRPC6 act: mouse TRPC6 channel activation; Q61143; HEK293-TRPC6 membrane potential dye fluorescence; active compounds read high; B-score at 10 µM; 0.13% of 310,000 active; AID 2550;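 active = B-score of the integrated fluorescence ratio above library mean plus 3 SD, and starting fluorescence ratio within library mean plus 5 SD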;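 note: higher score means more depolarization so channel activation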
MrgX1 PAM: human MrgX1 positive allosteric modulation, primary screen; Q96LB2; B-score at 10 µM; MrgX1-HEK293, Fluo-4 calcium flux, FDSS; active compounds read high; AID 588675; 0.63% of 310,000 active;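 active = plate-corrected calcium response at least 3 library SD above typical, normal starting fluorescence, not activating the receptor alone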;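 note: compound read alongside a low EC10 to EC30 dose of BAM8-22 agonist; peak minus trough fluorescence over baseline measured at the second addition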
ANO1 block: blocks the mouse calcium-activated chloride channel TMEM16A. Q8BHY3. normalized B-score (activity score, 25-100; higher = stronger inhibition) at 10 µM. HEK293 TMEM16A/YFP iodide influx fluorescence, ionomycin. 1.2% of 310,000 active. AID 588511;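 active = ratio plate-corrected score three or more library SD toward inhibition, starting fluorescence score within five deviations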;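 note: score derived from kinetic fluorescence span divided by baseline fluorescence per well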
RGS4 inh: inhibitors of human RGS4 | AID 463165 | B-score at 10 µM | P49798 | HEK293 M3R/RGS4 inducible, Fluo-4 calcium flux; active compounds read high; triggered by carbachol at its EC20 | 0.45% of 310,000 active;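 active = B-score, a plate-corrected calcium signal, over three deviations above library mean, with baseline fluorescence within five deviations of library mean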;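 note: RGS4 expression induced by doxycycline in cells with stable M3 receptor; B-score is computed from the integrated fluorescence ratio over baseline after carbachol; higher B-score means a larger calcium signal and so more RGS4 inhibition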
TRPC6 inh: inhibitors of mouse TRPC6 channel | Q61143 | HEK293-TRPC6, membrane potential dye, ACh-evoked depolarization; active compounds read low | B-score at 10 µM | 1.1% of 310,000 active | AID 2553;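 active = B-score under library mean minus 3 SD, initial fluorescence not abnormally high, positive integrated signal ratio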;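 note: B-score derived from integrated fluorescence ratio over the kinetic read; more negative B-score means stronger inhibition of depolarization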
MrgX1 antag: antagonists of human MrgX1 receptor | B-score at 10 µM | Q96LB2 | MRGX1-HEK293 calcium flux, Fluo-4, BAM8-22 antagonism; active compounds read low | 1.3% of 310,000 active;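 active = calcium-response B-score plate-corrected more than 3 library SD below zero, starting fluorescence within 5 deviations, no agonist response on first addition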;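 note: peak minus trough fluorescence over baseline after final BAM8-22 challenge near maximal dose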
* = called active by the depositor; i = inactive; . = not tested or not shown.

entry	SMILES	ANO1 activ	TRPC4 act	MrgX1 agonist	TRPC4 potent	TRPC4 block	TRPC6 act	MrgX1 PAM	ANO1 block	RGS4 inh	TRPC6 inh	MrgX1 antag
1	CCCN(CC1CC1)C(=O)CCc1nnc(CCc2c[nH]c3ccccc23)o1	i	i	i	i	i	i	i	i	i	-6.8*	i
2	CC1CCN(C2=NN3C(=N)/C(=C\c4ccc(OC(=O)c5ccco5)cc4)C(=O)N=C3S2)CC1	i	i	i	i	i	i	i	i	i	i	i
3	COc1ccccc1NC(=O)C(=O)N/N=C(\C)CC(=O)Nc1ccccn1	i	i	i	i	i	i	i	i	i	i	i
4	O=C(C1=C[C@@H](c2coc3ccccc3c2=O)C[C@@H](OCc2ccc(CO)cc2)O1)N1CCN(Cc2ccccc2)CC1	i	i	i	i	i	i	i	i	i	i	i
5	Cc1ccc(/C(N)=N/OC(=O)c2ccc3c(c2)OCO3)cc1	i	i	i	i	i	i	i	i	i	i	i
6	COc1cc(C(=O)Nc2cc3c4c(c2)CC(=O)N4CCC3)cc(OC)c1OC	i	i	i	i	i	i	i	i	i	i	i
7	COc1ccc(C(=O)NC2CC(C)(C)Cc3c2cnn3-c2ccccc2C)c(OC)c1OC (configuration not stated)	i	i	i	i	i	i	i	i	i	i	i
8	CC(=O)Nc1ccc2c(c1)OCO2	i	i	i	i	i	i	i	i	i	i	i
9	CCN(CCO)Cc1csc2ccc(C(C)(C)C)cc12	i	i	i	i	i	i	i	i	i	i	i
10	CC(=O)N1C(C)c2ccccc2C(C)(C)CC12CCCCC2 (configuration not stated)	i	i	i	i	i	i	i	i	i	i	i
11	COc1cc(OC)c(S(=O)(=O)NC(C)C)cc1C(=O)O	i	i	i	i	i	i	i	i	i	i	i
12	CC1(C)CC(=O)C(C=NCC2CCN(C(=S)Nc3ccccc3)CC2)=C(O)C1	i	i	i	i	i	i	i	i	i	i	i
13	C=CCN1C(=O)CSc2ccc(C(=O)N3CCC(C)CC3)cc21	i	i	i	i	i	i	i	i	i	i	i
14	Cc1[nH]n(-c2ccccc2)c(=O)c1C=Nc1ccc(S(=O)(=O)N=C(N)N)cc1	i	i	i	i	i	i	i	i	i	i	i
15	CCOC(=O)c1ccc(OCc2nc(-c3cccs3)no2)cc1	i	i	i	i	i	i	i	i	i	i	i
16	O=C(COC(=O)/C=C/c1ccco1)Nc1ccc(F)cc1Cl	i	i	i	i	i	i	i	i	i	i	i
17	Nc1ccc2c(c1)OC1(CCCCC1)O2	i	i	.	i	i	i	.	.	i	i	.
18	CC(=O)c1ccc(NC(=O)c2cccc(N3C(=O)c4ccccc4C3=O)c2)cc1	i	i	i	i	i	i	i	i	i	i	i
19	COc1cc(/C=C2/SC(=S)N(Cc3ccccc3)C2=O)ccc1OCC(=O)O	i	i	i	i	i	i	i	i	i	i	i
20	O=C(CCCN1C(=O)c2ccccc2C1=O)Nc1ccc(Br)cn1	i	i	i	i	i	i	i	i	i	i	i
21	S=C(NCCc1ccccc1)NC1CCCCCC1	i	i	i	i	i	i	i	i	i	i	i
22	Cc1ccc(C(=O)N/C(=C\c2cccc([N+](=O)[O-])c2)C(=O)OCN2C(=O)c3ccccc3C2=O)cc1	i	i	i	i	i	i	i	i	i	i	i
23	CC(=O)Nc1cccc(NS(=O)(=O)c2cn(C)c(=O)n(C)c2=O)c1	i	i	i	i	i	i	i	i	i	i	i
24	CCCC(=O)C1CCN(Cc2ccccc2)CC1	i	i	i	i	i	i	i	i	i	i	i
25	COc1ccc(-c2ccc(CO)o2)cc1N	i	i	i	i	i	i	i	i	i	i	i
26	COc1cc(/C=N/Nc2ccc(Cl)c(C(=O)O)c2)ccc1OC(=O)c1ccco1	i	i	i	i	i	i	i	i	i	i	i
27	O=C(N/N=C/c1ccccc1)C1CCCN1C(=O)c1cc([N+](=O)[O-])cc([N+](=O)[O-])c1 (configuration not stated)	i	i	i	i	i	i	i	i	i	i	i
28	NS(=O)(=O)c1ccc(NC(=O)COC(=O)CCNC(=O)NC23CC4CC(CC(C4)C2)C3)cc1	i	i	i	i	i	i	i	i	i	i	i
29	C=CCc1ccccc1OCC(O)CNC(=O)c1ccccc1C(=O)O (configuration not stated)	i	i	i	i	i	i	i	i	i	i	i
30	CC(C)(C)c1cc(CP(=O)(c2ccccc2)c2ccccc2)cc(C(C)(C)C)c1O	i	i	i	i	i	i	i	i	i	i	i
31	O=C(O)c1cc(-c2ccccc2)nn1CC1CC(c2cccnc2)=NO1 (configuration not stated)	i	i	i	i	i	i	i	i	i	i	i
32	Cc1ccsc1/C=N/NC(=O)C(=O)NCC(C)C	i	i	i	i	i	i	i	i	i	i	i
33	NC(=O)CC(NC(=O)c1ccc(Br)cc1)c1ccc(N2CCN(c3ccccc3)CC2)c([N+](=O)[O-])c1 (configuration not stated)	i	i	i	i	i	i	i	i	i	i	i
34	Cc1ccc(C(=O)Nc2nc3ccccc3[nH]2)cc1	i	i	i	i	i	i	i	i	i	i	i
35	CCc1cccc(C)c1NC(=S)N(CCCN1CCOCC1)Cc1cccnc1	i	i	i	i	i	i	i	i	i	i	i
36	COC(=O)CCNC(=O)c1ccc2[nH]c(C)c(C)c2c1	i	i	i	i	i	i	i	i	i	i	i
37	CCOC(=O)c1c(NC(=O)C2CCCN(S(=O)(=O)c3ccc(C)cc3)C2)sc2c1CCCC2 (configuration not stated)	i	i	i	i	i	i	i	i	i	i	i
38	CCN(CC)S(=O)(=O)c1ccc2c(c1)nc(SCn1nnc3ccccc3c1=O)n2CC	i	i	i	i	i	i	i	i	i	i	i
39	CC(C)c1nc(SCC(=O)N2CCCC2)c2ccccc2n1	i	i	i	i	i	i	i	i	i	i	i
40	Cc1ccc(C2C(C#N)C(C#N)N3CCCN23)cc1 (configuration not stated)	i	i	i	i	i	i	i	i	i	i	i
41	COc1cc2[nH]c(=S)nc(NC3CCCCCC3)c2cc1OC	i	i	i	i	i	i	i	i	i	i	i
42	CCN(CC)CCN(C(=O)c1ccc2c(c1)CCCC2)c1nc2cc(OC)c(OC)cc2s1	i	i	i	i	i	i	i	i	5.3*	i	i
43	CCCC1CC(C)(/C(C)=N\NC(N)=S)OC1=O (configuration not stated)	i	i	i	i	i	i	i	i	i	i	i
44	CCn1c(-c2csc(-c3ccccc3)n2)n[nH]c1=S	i	i	i	i	i	i	i	i	i	i	i
45	COc1cc(S(=O)(=O)n2ccnc2)ccc1Br	i	i	i	i	i	i	i	i	i	i	i
46	Cc1ccc(C2=NS(=O)(=O)N(C)C(C(=O)Nc3ccc(F)cc3F)=C2)cc1	i	i	i	i	i	i	i	i	i	i	i
47	CN(N)C(=S)NCc1ccccc1	i	i	i	i	i	i	i	i	i	i	i
48	COc1ccccc1N1CCN(C(c2cccs2)C(C)NC(=O)C(=O)N2CCCCC2)CC1 (configuration not stated)	i	i	i	i	i	i	i	i	i	i	i
49	Cc1ccc(NC(=O)C2CCC(CNC(=O)[C@@H]3Cc4ccccc4CN3)CC2)cc1 (some centres not stated)	i	i	i	i	i	i	i	i	i	i	i
50	Cn1nnc2c(N3CCCCC3)nccc21	i	i	i	i	i	i	i	i	i	i	i
51	Cc1ccc(S(=O)(=O)c2nc(S(C)(=O)=O)sc2N(C)C)cc1	i	i	i	i	i	i	i	i	i	i	i
52	CSc1ccccc1OCc1cc(C(=O)NCCC2CCCCO2)no1 (configuration not stated)	i	i	i	i	i	i	i	i	11*	i	i
53	CCSc1nnc(NC(=O)C2CCN(S(=O)(=O)c3cc(C(F)(F)F)ccc3Cl)CC2)s1	i	i	i	i	i	i	i	i	i	i	i
54	CCc1ccc(NC(=O)Nc2cc(C(=O)NCC3CCCO3)ccc2N2CC3CC(C2)c2cccc(=O)n2C3)cc1 (configuration not stated)	i	i	i	i	i	i	i	i	i	i	i
55	COc1cc(/C=N\Nc2nc(-c3cccs3)c(NC(C)=O)s2)ccc1O	i	i	i	i	i	i	i	i	i	i	i
56	Cc1cc(C(F)(F)F)c(C#N)c(=O)[nH]1	i	.	i	.	.	.	i	i	.	.	i
57	COc1ccc(/C=N/NC(=O)c2ccn[nH]2)cc1Cn1nc(C)c([N+](=O)[O-])c1C	i	i	i	i	i	i	i	i	i	i	i
58	C=CCn1c(-c2ccco2)n[nH]c1=S	i	i	i	i	i	i	i	i	i	i	i
59	COc1ccc(CN2CCC(CNC(=O)NC3CCCCC3)CC2)cc1	i	i	i	i	i	i	i	i	i	i	i
60	COc1ccc(-c2nc(N)n(C(=O)Cc3ccccc3)n2)cc1	i	i	i	i	i	i	i	i	i	i	i

Later entries:
entry	SMILES	ANO1 activ	TRPC4 act	MrgX1 agonist	TRPC4 potent	TRPC4 block	TRPC6 act	MrgX1 PAM	ANO1 block	RGS4 inh	TRPC6 inh	MrgX1 antag
61	CC(NC(=O)C1CCN(S(=O)(=O)c2ccccc2)CC1)c1ccccc1 (configuration not stated)	i	i	i	i	i	i	i	i	i	i	i
62	N#CC(C#N)=c1ccc2c(c1)N1C3=C(CCCC3)CC3CCCCC31N=2 (configuration not stated)	i	i	i	i	i	i	i	25*	i	-8.5*	i
63	COc1cccc(CNn2cnnc2)c1O	i	i	i	i	i	i	i	i	i	i	i
64	COc1ccc(CNC(=O)C(NS(=O)(=O)c2ccc3c(c2)CCCN3C(C)=O)C(C)C)cc1 (configuration not stated)	i	.	i	.	.	.	i	i	.	.	i
65	COc1ccccc1-c1cc(C(=O)Nc2ccc(F)cc2F)no1	i	i	i	i	i	i	i	i	i	i	i
66	Cn1cc(S(=O)(=O)Nc2ccc(Br)cc2F)c(=O)n(C)c1=O	i	i	i	i	i	i	i	i	i	i	i
67	CCC(=C(c1ccc(OC)cc1)c1ccc(OC)cc1)c1cn(CC(O)CN(CCO)CCO)c2ccccc12 (configuration not stated)	i	i	i	i	i	i	i	i	i	i	i
68	Cc1oc(-c2ccc(Cl)cc2)nc1CS(=O)CC(=O)NCCCN1CCOCC1 (configuration not stated)	i	i	i	i	i	i	i	i	i	i	i
